Bioassay records (PubChem BioAssay)
XBP1 UPR activ – activators of adaptive arm of unfolded protein response (XBP1) | CHO-XBP1 luciferase reporter, IRE1-XBP1 UPR activation, luminescence; percent of tunicamycin response, DMSO as zero | activation, % at 20 µM | hit rate 0.33% among 330,000 | AID 463104;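 active = versus positive control, 20 µM dose yields 30% or more activation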;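 note: 100% = tunicamycin at 10 µg/mL and 0% = DMSO only wells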
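Test system: CHO-XBP1 luciferase reporter cells | Buffer or medium: Serum-containing F12 medium, 10% FBS | Schedule: 6 h compound exposure at 37 °C, 5% CO2 | Detection: Steady-Glo luciferase glow luminescence, 10 min after reagent addition | Read-out basis: Activation, % of tunicamycin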
Gli-Sufu block – blocks Gli-Sufu signaling in a luciferase reporter; Sufu-KO-LIGHT fibroblasts, Gli luciferase reporter luminescence; inhibition, % at 5 µM; hit rate 0.74% among 340,000; AID 588413;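 active = inhibition above about 55%, limit read from the data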;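 note: 0% = DMSO-treated cells and 100% = wells with medium but no cells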
EBI2 block – EBI2 (human) antagonism; P32249; EBI2 beta-arrestin recruitment, luminescence, 7a,25-OHC stimulated; inhibition, % at 5 µM; hit rate 0.81% among 360,000; AID 651636; in the data active = inhibition above about 38%;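 note: enzyme fragment complementation signal reports receptor beta-arrestin coupling in cells; 0% = agonist plus DMSO wells and 100% = wells without agonist; some results beyond the cut were filed as inactive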
Target sequence (P32249 whole entry, looked up, the tested form may be a part): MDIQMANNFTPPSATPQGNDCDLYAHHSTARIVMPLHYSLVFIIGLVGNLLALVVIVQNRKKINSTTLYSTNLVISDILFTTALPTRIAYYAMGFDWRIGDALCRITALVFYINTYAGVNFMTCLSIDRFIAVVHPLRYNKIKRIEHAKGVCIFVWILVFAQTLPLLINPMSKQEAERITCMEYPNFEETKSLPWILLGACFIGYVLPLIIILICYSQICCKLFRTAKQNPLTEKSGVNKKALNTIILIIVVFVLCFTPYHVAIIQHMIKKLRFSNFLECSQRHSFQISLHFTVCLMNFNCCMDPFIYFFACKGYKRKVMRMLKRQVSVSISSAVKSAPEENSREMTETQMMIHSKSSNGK
Jurkat NFkB inh – inhibitors of the PMA/ionomycin-induced NF-kB reporter in Jurkat cells. hit rate 0.53% among 330,000. PMA/ionomycin-induced NF-kB luciferase reporter, luminescence. inhibition, % at 4 µM; in the data active = inhibition above about 50%
Mdm2-MdmX inh – disrupts the human Mdm2-MdmX interaction; O15151+Q00987; SaOS-2 split-luciferase Mdm2/MdmX complementation, luminescence; inhibition, % at 8 µM; hit rate 3% among 330,000;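 active = inhibition of at least 50% at 8 µM in the primary screen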
697 NFkB inh – inhibitors of the PMA/ionomycin-induced NF-kB reporter in 697 B cells; 697 B-cell NF-kB luciferase reporter, 16 h; inhibition, % at 4 µM; hit rate 0.33% among 330,000; AID 435022; in the data active = inhibition above about 35%
UPR CHOP act – apoptotic UPR (CHOP) activation | CHO-CHOP luciferase reporter, luminescence; percent of tunicamycin response over DMSO baseline | activation, % at 10 µM | hit rate 0.34% among 330,000;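 active = at 10 µM dose, activation of 40% or more, normalized to positive control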;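 note: 100% = tunicamycin at 10 µg/mL and 0% = DMSO alone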
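Dosing – one dose, 10 µM in 0.5% DMSO · System – CHO-CHOP cells, stable luciferase reporter of PERK-eIF2a-CHOP signalling · Input – 500 cells/well · Control set – tunicamycin 10 µg/mL final as positive, DMSO-only wells as negative · Timing – 6 h compound treatment, 37 °C · Measure – % activation vs tunicamycin · Technique – luminescence read with Steady-Glo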
CXCR6 block – inhibitors of human CXCR6 receptor. O00574. CHO-K1 PathHunter CXCR6 beta-arrestin, luminescence. inhibition, % at 20 µM. hit rate 0.36% among 360,000; in the data active = inhibition above about 34%, passing the limit was not always enough;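 note: antagonist mode with CXCL16 agonist at 10 nM final; 0% = 10 nM CXCL16 with DMSO and 100% = unstimulated wells without agonist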
Target sequence (O00574 whole entry, looked up): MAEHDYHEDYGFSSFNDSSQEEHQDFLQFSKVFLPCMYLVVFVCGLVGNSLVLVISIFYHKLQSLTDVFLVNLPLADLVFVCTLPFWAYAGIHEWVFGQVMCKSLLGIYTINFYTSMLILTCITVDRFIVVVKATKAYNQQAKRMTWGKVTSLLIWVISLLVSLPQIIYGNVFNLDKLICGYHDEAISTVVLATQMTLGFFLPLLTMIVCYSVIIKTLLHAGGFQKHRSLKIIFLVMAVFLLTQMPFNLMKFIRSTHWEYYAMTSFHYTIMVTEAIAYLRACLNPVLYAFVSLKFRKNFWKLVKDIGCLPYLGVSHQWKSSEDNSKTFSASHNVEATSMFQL
CCR6 antagonist – blocks CCL20-driven beta-arrestin recruitment at human CCR6 | P51684 | CHO-K1 CCR6 PathHunter beta-arrestin, luminescence, CCL20-stimulated | inhibition, % at 20 µM | hit rate 0.49% among 340,000 | AID 493098;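 active = compounds whose inhibition of the agonist-driven luminescence signal at 20 µM reaches about 50%, limit read from the data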;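 note: cells stimulated with CCL20 at 14 nM final; plate controls were DMSO with CCL20 for no effect and DMSO without agonist for full effect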
Target sequence (P51684 whole entry, looked up): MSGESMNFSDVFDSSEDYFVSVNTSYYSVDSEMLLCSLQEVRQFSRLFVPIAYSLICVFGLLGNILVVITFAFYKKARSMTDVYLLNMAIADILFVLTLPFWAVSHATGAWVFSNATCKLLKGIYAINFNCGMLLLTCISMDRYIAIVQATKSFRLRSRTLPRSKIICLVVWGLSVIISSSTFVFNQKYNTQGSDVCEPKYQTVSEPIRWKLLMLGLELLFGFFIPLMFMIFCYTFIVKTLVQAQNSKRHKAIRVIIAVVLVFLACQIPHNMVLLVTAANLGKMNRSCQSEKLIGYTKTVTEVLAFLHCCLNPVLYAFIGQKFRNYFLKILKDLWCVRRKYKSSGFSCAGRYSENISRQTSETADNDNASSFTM
* = called active by the depositor; / = not tested or not shown.

SMILES	XBP1 UPR activ	Gli-Sufu block	EBI2 block	Jurkat NFkB inh	Mdm2-MdmX inh	697 NFkB inh	UPR CHOP act	CXCR6 block	CCR6 antagonist
CCn1c(=O)cc(SCC(=O)NCc2ccco2)c2ccccc21	/	-2	-17	/	/	/	/	-6	1
CCOC(=O)c1sc(NS(=O)(=O)c2cc(C)ccc2C)nc1C	1	0	-7	13	11	3	0.4	-13	6
CCOC(=O)C1C(=O)NC(c2ccccc2)=NC1c1cccc(Br)c1 (configuration not stated)	3	8	-3	1	19	-4	-0.4	2	12
COc1ccc(-c2noc(=O)n2Cc2ccccc2Cl)cc1	-4	9	21	11	10	12	0.2	-10	9
CCC(C)c1ccc(S(=O)(=O)N2CCN(C(=O)COc3ccc4c(C)cc(=O)oc4c3)CC2)cc1 (configuration not stated)	-5	4	2	23	13	12	1.1	8	31
O=C(Nc1nccs1)c1cc(-c2ccccc2)nn1-c1ccccc1	0	0	1	0	7	2	2.1	-6	-4
Clc1ccccc1-c1ncc(-c2ccccc2)o1	0	-76	4	-142	-78	-178	4.5	-2	13
COc1ccccc1C1CC(c2ccc(F)cc2)Nc2ncnn21 (configuration not stated)	3	5	3	-11	2	-35	-3.0	5	-8
Cn1c(N)c(S(=O)(=O)N2CCN(c3ccccc3)CC2)c(=O)n(C)c1=O	3	7	1	15	-9	4	0.5	-2	6
O=C(O)CNC(=S)N(Cc1ccccc1)Cc1ccccc1F	5	-4	7	-5	15	10	0.1	7	18
O=C(O)Cc1ccc(NC(=O)c2cccs2)cc1	-1	11	-3	-19	-6	-25	-1.6	-2	-7
COc1ccc(C2c3[nH]c4ccccc4c3CCN2Cc2cccn2-c2ncccn2)cc1C (configuration not stated)	0	22	22	12	47	0	0.3	6	8
O=C(c1ccco1)N1CCN(C(=O)C2CC(=O)N(c3ccccc3)C2)CC1 (configuration not stated)	-2	-5	-1	11	16	-14	-1.3	8	8
O=c1nc(N2CCOCC2)nc(N/N=C/c2ccc3c(c2)OCO3)[nH]1	3	-18	-5	5	1	6	0.6	-20	10
CCN(C[C@H]1N[C@@](C)(C(=O)OC)[C@H]2C(=O)N(C)C(=O)[C@@H]12)C(C)=O	-2	4	-3	3	5	7	0.6	4	4
CN(C)S(=O)(=O)c1ccc(Cl)c(C(=O)OCC(=O)NNC(=O)c2cccs2)c1	-2	3	-2	16	31	18	0.1	-4	8
COCCn1c(SCC(=O)Nc2cc(C)on2)nnc1-c1c[nH]c2ccccc12	-2	-3	-1	10	25	-9	-1.4	-1	10
CCC(C)c1ccc(NC(=S)Nc2ccc(OC)cc2)cc1 (configuration not stated)	-2	-8	53*	3	-10	-17	1.6	7	9
O=C(Nc1ccnn1C1CCN(Cc2cccc(O)c2)CC1)C1CCCC1	-5	11	-2	2	20	-1	-1.1	2	-4
O=S(=O)(c1ccc2ccccc2c1)N(CC(O)CN1CCOCC1)c1ccccc1 (configuration not stated)	-4	16	4	19	9	-13	-0.5	5	16

Record cards (already shown). Screens in order: XBP1 UPR activ | Gli-Sufu block | EBI2 block | Jurkat NFkB inh | Mdm2-MdmX inh | 697 NFkB inh | UPR CHOP act | CXCR6 block | CCR6 antagonist
Entry for `COc1ccc(-c2noc(=O)n2Cc2ccccc2Cl)cc1` → -4 | 9 | 21 | 11 | 10 | 12 | 0.2 | -10 | 9
Entry for `CCOC(=O)c1sc(NS(=O)(=O)c2cc(C)ccc2C)nc1C` → 1 | 0 | -7 | 13 | 11 | 3 | 0.4 | -13 | 6

(listing goes on)
SMILES	XBP1 UPR activ	Gli-Sufu block	EBI2 block	Jurkat NFkB inh	Mdm2-MdmX inh	697 NFkB inh	UPR CHOP act	CXCR6 block	CCR6 antagonist
CCN(CC)S(=O)(=O)c1cc(C(=O)OCC(=O)Nc2cccc(S(=O)(=O)N(C)C)c2)ccc1F	-3	5	4	6	26	17	-0.4	-13	11
O=C(Nc1ccc(Br)cn1)c1ccc(COc2c(F)c(F)cc(F)c2F)o1	-1	-8	-15	-12	-13	10	0.2	-2	18
CCOc1ccccc1NC(=O)CCn1ccnc1	-5	58*	5	0	-19	8	0.3	-2	5
O=C(NCc1ccc2c(c1)OCO2)c1cccc(S(=O)(=O)N2CCCCC2)c1	-2	3	-5	1	6	26	-0.4	-3	8
Cc1ccc(NC(=O)Nc2nnc(-c3ccncc3)s2)cc1	4	-20	9	-27	45	-46	0.6	-10	-5
CC(C)N1CCN(Cc2ccc(-c3ccccc3Cl)o2)CC1CCO (configuration not stated)	3	30	-7	-7	22	-15	0.1	3	12
Cc1ccc(N2CC(C(=O)OCC(=O)Nc3ccccc3C)CC2=O)cc1 (configuration not stated)	-1	1	5	-11	7	17	0.7	-3	7
CC(C)c1ccc(S(=O)(=O)N2CCN(C(=O)c3ccncc3)CC2)cc1	4	-2	-12	2	-2	1	3.0	-10	-1
N/C(CN1CCCC1=O)=N\O	0	0	4	-5	-22	1	-0.9	-3	8
FC(F)(F)c1cccc(Oc2cc(C(F)(F)F)nc(-c3ccccn3)n2)c1	2	7	-45	-7	11	-25	0.3	7	22
CCOc1ccc(C(=O)CCC(=O)NNC(=O)c2ccncc2)cc1	-1	-1	2	13	18	15	1.8	-4	-1
CCOc1ccc(/C=N/N2CCN(Cc3ccccc3)CC2)cc1	-6	13	8	-12	11	-9	1.2	5	6
O=S(=O)(Nc1ccccc1N1CCCCC1)c1ccc(F)cc1F	-3	10	1	12	-7	0	-0.3	2	-1
Cc1ccc(C)c(OCCSc2nnc(-c3cccnc3)n2N)c1	-1	-16	0	4	12	19	-0.4	8	18
CC(NC(=O)/C(C#N)=C/c1cn(-c2ccccc2)nc1-c1ccc(F)cc1)c1ccccc1 (configuration not stated)	-3	3	21	-5	17	-16	1.7	8	12
CC(C)(C)[C@@H]1COC(=O)[C@H](Cc2ccc(F)cc2)CC/C=C\C[C@H](CC(=O)N(CCO)Cc2ccccc2)C(=O)N1	-2	19	-3	1	9	-12	2.1	4	18
O=[N+]([O-])c1ccc(COc2ccc(CN3CCCC3)cc2)cc1	/	-79	-2	/	/	/	/	8	5
CCc1ccc(N2C(=O)CN(Cc3cccs3)C2=S)cc1	0	-9	3	-4	2	-28	1.2	5	2
Cc1nn2c3ccccc3nc2n(C)c1=O	/	-10	-4	/	/	/	/	-3	-4
C=CCOC(=O)C1=C(C)Nc2nnnn2C1c1cccs1 (configuration not stated)	0	5	1	-17	-2	8	-1.1	2	-4
Cc1cc(S(=O)(=O)N2CCOCC2)ccc1OCC(=O)Nc1ccc(F)c(Cl)c1	0	10	3	5	-15	16	-1.3	-9	15
COc1cccc(C(=O)NCCS(=O)(=O)N2CCN(C(=O)c3ccco3)CC2)c1	-3	-22	-3	1	16	16	-1.1	-1	1
COCC(=O)N1C[C@H]2CON(C)[C@H]2C[C@H]1c1cccc(-c2ccc(C#N)cc2)c1	/	-13	-3	/	/	/	/	-6	-5
CN(C(=O)c1ccc(NC(=O)Cc2ccc([N+](=O)[O-])cc2)cc1)C1CCCC1	0	0	0	7	-16	0	0.9	-7	1
CC1(C)c2[nH]c3ccccc3c2C[C@H]2C(=O)N(N)CC(=O)N21	3	-10	2	-11	-11	-16	-1.1	6	13
CCCC(=O)NC(c1ccc(Cl)cc1Cl)c1ccc2cccnc2c1O (configuration not stated)	-1	89*	-8	47	81*	-41	1.2	12	43
O=C(NCCCN1CCOCC1)c1ccc2c(c1)N(Cc1cccc(Cl)c1)C(=O)CS2	-4	21	8	1	25	-22	1.4	3	20
C(=C\c1ccncc1)/c1ccccc1	2	0	3	-9	-22	6	2.5	1	4
CC(C)CN(C(=O)c1ccc(F)cc1F)c1c(N)n(CC(C)C)c(=O)[nH]c1=O	-3	-14	-10	1	12	-7	1.3	2	12
COc1ccc(C(CNC(=O)c2cccc(NS(=O)(=O)c3ccccc3)c2)N(C)C)cc1 (configuration not stated)	-2	15	2	0	12	-10	3.6	3	14
O=C(Nc1ccccc1Cl)C1CCCN(c2ncnc3c2nc2n3CCCCC2)C1 (configuration not stated)	-3	-9	3	2	4	-33	-0.7	-12	3
COc1ccc(C2CC(O)(c3ccccc3)Oc3cc(OC)cc(OC)c32)cc1 (configuration not stated)	2	12	2	6	9	8	-0.4	1	3
COC(=O)C1=C(C)N(CC2CC2)C(=NCc2cccc(Cl)c2)N[C@H]1c1ccccc1	3	-10	3	-20	45	-2	-1.9	4	6
CC(C)C[C@H](NC(=O)NCc1ccc(Cl)cc1)C(=O)O	-4	1	-1	-3	-11	7	-2.1	-8	6
O=C(N/N=C/c1cccs1)c1cnccn1	1	-19	-11	-3	-1	-9	7.2	3	7
CC(=O)c1cnc2c(-c3ccc(Cl)cc3)c(C)nn2c1C	4	11	0	3	15	11	-0.8	4	17
CN(C)S(=O)(=O)c1cccc(C(=O)NCC2CCCCC2)c1	-1	-28	11	1	22	5	1.1	0	16
Cc1ccc(C(=O)c2ccc(O)cc2)cc1C	1	-25	-12	-11	-17	-19	3.9	8	1
Brc1cccc(-c2nnco2)c1	-2	-5	-7	-11	-6	3	2.0	6	-10
O=C(COC(=O)c1ccccc1F)NC1CC1	0	13	-4	8	-22	10	-1.4	-2	-7
CC1CC(C)CN(C(=O)COC(=O)COc2ccc(C#N)cc2)C1 (configuration not stated)	-3	6	-4	-4	-12	-3	1.0	3	-3
COc1cccc(N2CCN(C(=O)c3ccc(CS(=O)c4ccc(Cl)cc4)o3)CC2)c1 (configuration not stated)	-4	20	-5	51*	46	0	-1.5	-14	5
Cc1ccc(Cn2c(O)c(N=NC(=S)Nc3ccccc3F)c3cc(S(=O)(=O)N4CCOCC4)ccc32)cc1	/	1	-6	/	/	/	/	1	25
COc1cc(C(c2c(C)[nH][nH]c2=O)c2c(C)[nH][nH]c2=O)cc([N+](=O)[O-])c1O	1	7	2	4	17	29	-1.3	33	37
Cc1nc2c(C(=O)Nc3ccc(N4CCCC(O)C4)cc3)snc2c(=O)[nH]1 (configuration not stated)	0	-11	-1	-8	16	0	1.6	-1	14
Cn1c(=O)c2c(nc(N3CCc4ccccc4C3)n2Cc2ccccc2F)n(C)c1=O	-1	20	19	8	18	-9	-0.7	20	26
O=C(Nc1ccc2oc(-c3ccncc3)nc2c1)c1ccc(Br)o1	1	-13	5	-7	38	4	3.9	-4	-14
CCOC(=O)c1c(N)nn(C(=O)C(C)(C)C)c1-c1ccccc1	1	14	3	-10	8	-3	0.6	-11	14
COc1ccc(C2=NN(c3nc(C)cc(C)n3)C(=O)C2)cc1	1	4	-1	-14	-3	1	-0.2	5	25
O=C(CN1CCN(Cc2cccc(F)c2)CC1)NCc1ccccc1	-2	-16	2	-98	22	-20	-1.3	0	0

Gathered by group: the compounds so far with two or more sulfur atoms
SMILES	XBP1 UPR activ	Gli-Sufu block	EBI2 block	Jurkat NFkB inh	Mdm2-MdmX inh	697 NFkB inh	UPR CHOP act	CXCR6 block	CCR6 antagonist
CCOC(=O)c1sc(NS(=O)(=O)c2cc(C)ccc2C)nc1C	1	0	-7	13	11	3	0.4	-13	6
CN(C)S(=O)(=O)c1ccc(Cl)c(C(=O)OCC(=O)NNC(=O)c2cccs2)c1	-2	3	-2	16	31	18	0.1	-4	8
CCN(CC)S(=O)(=O)c1cc(C(=O)OCC(=O)Nc2cccc(S(=O)(=O)N(C)C)c2)ccc1F	-3	5	4	6	26	17	-0.4	-13	11
CCc1ccc(N2C(=O)CN(Cc3cccs3)C2=S)cc1	0	-9	3	-4	2	-28	1.2	5	2
Cc1ccc(Cn2c(O)c(N=NC(=S)Nc3ccccc3F)c3cc(S(=O)(=O)N4CCOCC4)ccc32)cc1	/	1	-6	/	/	/	/	1	25
